NCI-60 one-dose screen, 48 h, at 10 µM unless noted. Numbers give growth in % (100 = growth as untreated, 0 = no growth, -100 = all killed).
HL-60(TB): HL-60(TB) leukemia cells; 78,000 tested, 9% active; AID 1794776; active = growth percent below 10
Active calls of the source: *; & = joins results of further samples. This is a subset; count on the stated rates, not on these rows.

item | structure | HL-60(TB)
1 | CN(C)CCCC(C#N)(CCN(C)C)c1ccccc1 (stereo unspecified) | 87
2 | CC(CCSCCO)SCCO (stereo unspecified) | 129
3 | Cc1ccc(NC=O)cc1C | 104
4 | CCC/C(=C\c1ccc(OCOC)c(OCOC)c1)C(=O)NC(Cc1ccccc1)C(=O)C(=O)NCc1ccccc1 (stereo unspecified) | 95
5 | Cc1ccc(=O)n(-c2ccc(C3=NCCCN3)cc2)c1 | 99
6 | Cn1c(=O)c2c(nc(CCC(=O)O)n2C)n(C)c1=O | 119
7 | CCc1ccc(SC2c3ccc(N(CC)CC)cc3Oc3nc(N)c(C#N)c(N)c32)cc1 (stereo unspecified) | -12*
8 | O=c1[nH]nc(-c2ccc(Br)cc2)c2sc(NC(=S)Nc3ccc(Cl)cc3)nc12 | 94
9 | Nc1ncc(-c2ccc3ncnc(N4CCc5cc(F)c(F)cc54)c3c2)cn1 | 37
10 | C=CC(COC(C)=O)N1CC1 (stereo unspecified) | 92
11 | Fc1cccc(-c2cnn3cc(-c4ccccc4)cnc23)c1 | 100
12 | O=C(O)c1ccc(-n2cc(CNc3ccc(Cl)c(Cl)c3)c(-c3ccc(F)cc3)n2)cc1 | 98
13 | O=C(O)c1ccc(Cn2c(=O)sn(CCCl)c2=O)cc1 | 92
14 | CSC(=NCCCCN=C(NS(=O)(=O)c1ccc(Cl)cc1)SC)NS(=O)(=O)c1ccc(Cl)cc1 | 88
15 | Cn1c(=O)c2ccccc2n(C)c1=O | 91
16 | O=c1cc(-c2ccc(OCc3ccccc3)cc2)oc2c(I)c(OCc3ccccc3)cc(OCc3ccccc3)c12 | 117
17 | Fc1ccc(-c2cc(-c3cccs3)cc(-c3ccccc3)n2)cc1 | 87
18 | COc1cc(-c2nn(-c3ccc(F)cc3)cc2C(=O)O)ccc1O | 82
19 | Cc1nc(NCc2ccco2)c2c3c(sc2n1)CCC3 | 99
20 | CC1=C(c2cc(-c3ccc(N(C)C)cc3)nc(=O)[nH]2)C(c2ccccc2)NC(=S)N1 (stereo unspecified) | 102
21 | COc1ccc(C(=O)CSc2nc(-c3cccc([N+](=O)[O-])c3)c(C#N)c(=O)[nH]2)cc1 | 92
22 | CC(=O)c1cccc(OCCCOc2cccc(C(C)=O)c2)c1 | 92
23 | C/C(=C(/c1ccccc1)c1ccc(N2C(=O)c3cccc4c(N5CCN(c6ccccc6)CC5)ccc(c34)C2=O)cc1)c1ccccc1 | 101
24 | Oc1ccc(CCn2c(O)c(/C=C3\CN=c4ccccc4=N3)sc2=S)cc1 | 19
25 | C(=C\c1ccc2ccccc2n1)/c1ccccc1 | 52
26 | C[C@@H]1CN(Cc2ccc(F)cc2)[C@@H](C)CN1C(=O)c1cc2c(C(=O)C(=O)N(C)C)cn(C)c2cc1Cl | 73
27 | COc1ccc(-c2ccccc2)cc1 | 79
28 | O=C(CNc1nc(-c2cccc([N+](=O)[O-])c2)cs1)Nc1ccc(Cl)cc1 | 114
29 | NNc1ncnc2cccc(Cl)c12 | 100
30 | O=C(OCc1ccccc1)C(Cc1ccccc1)NC(=O)C(Cc1ccc(O)cc1)N(C(=O)OCc1ccccc1)C(=O)OCc1ccccc1 (stereo unspecified) | 108

Among those listed so far, two have an aryl thioether with sulfur outside any ring.
item | structure | HL-60(TB)
7 | CCc1ccc(SC2c3ccc(N(CC)CC)cc3Oc3nc(N)c(C#N)c(N)c32)cc1 (stereo unspecified) | -12*
21 | COc1ccc(C(=O)CSc2nc(-c3cccc([N+](=O)[O-])c3)c(C#N)c(=O)[nH]2)cc1 | 92

The results go on.
item | structure | HL-60(TB)
31 | COc1cc(CNC(=O)/C=C/c2ccccc2)ccc1OCc1cn(-c2ccccc2[N+](=O)[O-])nn1 | 106
32 | Nc1ccc(-c2cc(-c3ccccn3)[nH]n2)cc1 | 112
33 | Brc1ccc(SSc2ccc(Br)cc2)cc1 | 71
34 | O=C1NC(=S)N[C@@H]1CC(=O)n1c(-c2ccccc2)nc2ccccc21 | 98
35 | O=C1/C(=C/c2cccc(OCc3ccccc3Cl)c2)N=C2OCCCN12 | 87
36 | CCOC(=O)c1c(C)[nH]c2ccc(O)cc12 | 96
37 | CC1CN(Cc2ccccc2)C(=S)NC1=O (stereo unspecified) | 109
38 | O=c1[nH]c(CN2CCCC2c2nc3ccccc3s2)nc2sc3c(c12)CCC3 (stereo unspecified) | 99
39 | O=C(Cn1c(=O)ccn(CCCCCCOc2ccc(Br)cc2)c1=O)Nc1ccc(Oc2ccccc2)cc1 | 49
40 | CCOC(=O)CC1CCN(c2ccc3nnc(Cl)n3n2)CC1 | 93
41 | Nc1nc(Nc2ccc(Br)cc2)nn1Cc1cccc(Br)c1 | 97
42 | COc1ccc(OC)c(Nc2nnc(-c3ccc(O)c(OC)c3)o2)c1 | 87
43 | Cc1cc2nc3c4ccccc4n(CCNCCN(C)C)c3nc2cc1C | -0.7*
44 | COc1cccc(-c2ccc(S(=O)(=O)Nc3ccc4c(c3)N(C(=O)C3CC3)CCC4)cc2)c1 | 69
45 | O=C(O)c1cn(C2CC2)c2cc(N3CCN(C(=O)CN4C(=O)S/C(=C/c5cccc([N+](=O)[O-])c5)C4=O)CC3)c(F)cc2c1=O | 99
46 | Nc1cc2c(cc1Cl)C(=O)c1ccccc1C2=O | 81
47 | CC(=O)C1C(=O)C(=O)N(c2ccc([N+](=O)[O-])cc2Cl)C1=O (stereo unspecified) | 118
48 | Cc1cc(N2CCCCC2)nc(N(CCNc2ccnc3cc(Cl)ccc23)Cc2ccco2)n1 | -46*
49 | Brc1c(-c2ccncc2)nc2sccn12 | 108
50 | N#C/C(=C\c1ccc(-c2cccc(Cl)c2)o1)c1ccccc1 | 109
51 | COc1ccc(OC)c(CCn2cncc2-c2c[nH]c3cc(F)ccc23)c1 | 68
52 | COc1ccc(NC(=O)Nc2cccc(-c3cc(=O)c4c(OC)c(OC)c(OC)cc4o3)c2)cc1 | 90
53 | Cc1ccc(C(=O)c2ccc3nc(-c4ccc(O)cc4)n(C)c3c2)cc1 | 95
54 | C(=C(\C1=NCCN1)n1cnc2ccccc21)/c1cccc2ccccc12 | 72
55 | Cc1nc2ccccc2n1CC1C(=O)CC(C)(C)CC1=O | 102
56 | COc1cc(/C=C2\CC/C(=C\c3ccc(OCCn4ccnc4)c(OC)c3)C2=O)ccc1OCCn1ccnc1 | 71
57 | NS(=O)(=O)c1ccc(N2C(=O)/C(=C/c3coc4ccccc4c3=O)N=C2c2ccc(Cl)cc2)cc1 | 86
58 | CN1CCCN(C(c2ccccc2)c2ccc(Br)cc2)CC1 (stereo unspecified) | 110
59 | O=C(O)CCNC(=O)c1ccccc1 | 99
60 | CN(C)CC1C(=O)O[C@H]2[C@H]1CC/C(COC(=O)c1cc3ccccc3[nH]1)=C\CC[C@@]1(C)O[C@@H]21 (stereo partly specified) | -36*
61 | CCN1/C(=C/C=C/C=C/c2sc3ccccc3[n+]2CC)Sc2ccccc21 | -58*
62 | CC(C)(C)c1nn(-c2ccccc2)c2c1CC1(CN2Cc2ccc(Cl)cc2)C(=O)c2ccccc2C1=O | 91
63 | [N-]=[N+]=Nc1ccc(-c2cc3cnc4ccccc4c3oc2=O)cc1 | 94
64 | CC(=O)N1[Se][C@@H]2[C@H]([Se]1)[C@@H](NC(=O)c1ccc(Br)cc1F)C(=O)CC1=CC(C)(O)C=C(CC(=O)[C@H]2NC(=O)c2ccc(Br)cc2F)O1 (stereo partly specified) | 87
65 | N#CC(C#N)N=Nc1ccccc1C(=O)O | 103
66 | O=C(Nc1nc(-c2ccc(Br)cc2)cs1)c1cc(-c2ccc(Cl)cc2)nc2ccccc12 | 67
67 | O=C1CC(=O)N(c2cn3c(-c4ccccc4)csc3n2)N1 | 120
68 | O=C(Nc1ccc(S(=O)(=O)O)cc1)c1ccc([N+](=O)[O-])cc1 | 133
69 | CC(C)C(=O)NC1CCCCC1 | 108
70 | O=[N+]([O-])c1ccc(C2Oc3ccc(Br)cc3C3CC(c4cccs4)=NN32)cc1 (stereo unspecified) | 90
71 | Clc1ccc(C2=CSCCS2)cc1 | 102
72 | OC(CNCC1CCCO1)Cn1c2ccc(Cl)cc2c2cc(Cl)ccc21 (stereo unspecified) | 72
73 | C/C(=N\N=C1\SCC(=O)N1c1ccccc1)c1cc2ccccc2oc1=O | 97
74 | COc1ccc(C(=O)C2C(c3ccc(OC)cc3)C3CCCN3C23C(=O)Nc2ccccc23)cc1 (stereo unspecified) | 98
75 | COc1c(O[C@@H]2OC(CO)[C@@H](O)[C@H](O)C2O)cc2oc3cc(O)c(CC=C(C)C)c(O)c3c(=O)c2c1CC=C(C)C (stereo partly specified) | 93

Pulled by compound from the list above (7):
item | structure | HL-60(TB)
66 | O=C(Nc1nc(-c2ccc(Br)cc2)cs1)c1cc(-c2ccc(Cl)cc2)nc2ccccc12 | 67
68 | O=C(Nc1ccc(S(=O)(=O)O)cc1)c1ccc([N+](=O)[O-])cc1 | 133
61 | CCN1/C(=C/C=C/C=C/c2sc3ccccc3[n+]2CC)Sc2ccccc21 | -58*
62 | CC(C)(C)c1nn(-c2ccccc2)c2c1CC1(CN2Cc2ccc(Cl)cc2)C(=O)c2ccccc2C1=O | 91
67 | O=C1CC(=O)N(c2cn3c(-c4ccccc4)csc3n2)N1 | 120
71 | Clc1ccc(C2=CSCCS2)cc1 | 102
69 | CC(C)C(=O)NC1CCCCC1 | 108

Going on with the list:
item | structure | HL-60(TB)
76 | COc1cc(-c2nc(C(=O)NCC(=O)O)nn2-c2ccc(Cl)cc2)cc(OC)c1OC | 101
77 | CCn1cc(C(=O)O)c(=O)c2cc(F)c(N3CCN(CC(=O)Nc4ccc(/C(C)=N/OC)cc4)CC3)cc21 | 91
78 | CN(Cc1ccccc1)S(=O)(=O)/N=C1\NC(=O)NC1=C(Cl)Cl | -30*
79 | CC1(CO)CCCC12OCCO2 (stereo unspecified) | 105
80 | CC(=O)c1cc(Cl)ccc1O | 103
81 | O=S(=O)(CS(=O)(=O)c1ccccc1)c1ccccc1 | 65
82 | O=C(O)c1ccc(OCCOc2ccccc2)cc1 | 79
83 | NC(=O)c1[nH]cnc1N | 100&118
84 | CC1(CCl)Nc2ccccc2C(=O)N1c1ccc(Cl)cc1 (stereo unspecified) | 105
85 | CC1=C(CC(=O)OCC(=O)NC2CCC(S/N=C(N)/N=C(\N)N(C)C)CC2)c2cc(F)ccc2/C1=C\c1ccc(S(C)=O)cc1 (stereo unspecified) | 105
86 | COc1ccc(CNc2ccc3nc(CCC(C)C)[nH]c3c2)cc1 | 88
87 | Nc1cc(Cl)c(O)c(Cl)c1 | 116
88 | Clc1cc(Cl)c2c(c1)C=C1CSCC3=Cc4cc(Cl)cc(Cl)c4OC13O2 | 94
89 | COc1ccc(CN2CCc3c(NCc4ccccc4)nc(N)nc3C2=O)c(OC)c1 | 76
90 | COc1cc(CNC(=O)/C=C/C=C/c2ccc3c(c2)OCO3)ccc1OCc1cn(-c2ccc(F)cc2)nn1 | 105
91 | O=S(=O)(Nc1ncccn1)c1ccc(-n2c(-c3ccccc3O)nc(-c3ccccc3)c2-c2ccccc2)cc1 | 97
92 | Cc1ccc(S(=O)(=O)NC(=O)NCCSSCCNC(=O)NS(=O)(=O)c2ccc(C)cc2)cc1 | 102
93 | O=c1c2c3c(sc2n2c(-c4cn(-c5ccccc5)nc4-c4ccc(Cl)cc4)nnc2n1Cc1ccccc1)CCCC3 | 102
94 | Cc1cn(CC(C)C)c(=O)n(-c2ccccc2)c1=O | 103
95 | O=c1[nH]c2ccc(Cl)cc2cc1CSc1nccc(-c2ccc3ccccc3c2)n1 | 89
96 | CCOC(=O)c1cc2ccc(OCC(=O)N3CCOCC3)cc2oc1=O | 113
97 | CCC(C)C(N)C(=O)NNc1n[nH]c(=S)n1N (stereo unspecified) | 100
98 | Nc1ccc(P(=O)(O)O)cc1 | 106&136
99 | CC(C)Sc1nc(N)nc2c1ncn2C1OC(CO)C(O)C1O (stereo unspecified) | 90
100 | O=C(Cn1c2c(c3ccccc31)CCCC2)Nc1ccc(-c2nc3ccccc3s2)cc1 | 99
101 | CN1C(=O)c2cccn2Cc2ccccc21 | 99
102 | Cc1ccc(N=Nc2c(N)nn3c(-c4ccc(Cl)cc4)c(-c4nc5ccccc5s4)c(N)nc23)cc1 | 111
103 | Clc1nc2ccccc2cc1-c1nnc(-c2cccnc2)o1 | 104
104 | CC(C)OC(=O)c1ccc([N+](=O)[O-])cc1 | 121
105 | CC1(C)C=Cc2c(ccc3c4c([nH]c23)C(C)(C)[C@H]2C[C@]35CCCN3C(=O)[C@@]2(C4)NC5=O)O1 | 82
106 | COc1c2c(cc3occc13)O/C(=C\c1ccccc1)C2=O | 113
107 | COc1ccc(Cl)cc1NC(=O)c1cc2c([nH]1)-c1nc(N)sc1CC2 | 86
108 | CCOC(=O)[C@@H]1CSC=C(C(=O)O)N1 | 98
109 | Cc1ccc(-c2cc(-c3nnc(SC/C(=N/O)c4ccccc4)o3)c3ccccc3n2)cc1 | 96
110 | S=C(NCc1ccccc1)Nc1ccccc1 | 77
111 | Nc1nc(-c2cc3c(cc2Cl)NC(=O)/C3=C/c2ccc(O)cc2)cs1 | 80
112 | CC1(C)CCCC(C)(C)C1O | 114
113 | CCN(CC)CCCC(C)Nc1ccnc2c1ccc1c(NC(C)CCCN(CC)CC)ccnc12 (stereo unspecified) | 99
114 | Cc1[nH]c(C2CC(c3cccs3)=NN2c2ccc(Cl)cc2)c(C)c1C(=O)O (stereo unspecified) | 100
115 | O=C(Nc1cccc2cccnc12)c1ccc2ccc3ccc(C(=O)Nc4cccc5cccnc45)nc3c2n1 | 72
116 | CN1C(=O)C(Nc2ccc(C(=O)Nc3ccccc3)cc2)=C(c2ccc(Cl)cc2)C1=O | 72
117 | Cc1ccc(S(=O)(=O)NC(=O)n2ccc3c(N(C)C)ccnc32)cc1 | 92
118 | CNC(=O)Cn1nnc(CO)c1CCc1ccccc1 | 88
119 | O=S(=O)(O)c1cc(O)c2c(N=Nc3ccc(Nc4ccccc4)c4c(S(=O)(=O)O)cccc34)cc(S(=O)(=O)O)cc2c1 | 83
120 | COc1ccc2cc(C#Cc3ccc(-n4c(/C=C/c5c(Cl)cccc5Cl)nc5ccccc5c4=O)c(C)c3)ccc2c1 | 109
121 | CCCc1c(C)nc2scc(-c3ccc(Cl)cc3)n2c1=O | 98
122 | CC[C@H](Nc1nc(N)nc(C)c1C#N)c1nc2cccc(NCc3ccc(C(=O)NO)cc3)c2c(=O)n1-c1ccccc1 | 2.4*
123 | C=CCNC(=O)Cc1c(-c2ccc(OC)cc2)oc2c(OC)c3c(c(OC)c12)OCO3 | 102

High-throughput results from PubChem.
